Growth percent in the NCI-60 one-dose screen (48 h, 10 µM unless noted): 100 = growth as untreated, 0 = no growth, -100 = all killed.
HL-60(TB): HL-60(TB) leukemia cells | 78,000 tested, 9% active | AID 1794776; active = growth percent below 10
Starred values were filed as active, the others as inactive; [ ] = dose if it differs, or a comment.

SMILES | HL-60(TB)
C=CC(=O)Nc1cc(Nc2nccc(-c3cn(C)c4ccccc34)n2)c(OC)cc1N(C)CCN(C)C | -66*
CC12CCC3C(CC=C4CC(O)CCC43C)C1C/C(=C\N1CCCC1)C2=O (configuration not stated) | 95
Cc1cc2n(n1)c1cc(C)nn1c1cc(C)nn21 | 102
O=C1c2ccc3c4c(ccc(c24)C(=O)N1CCCNCc1ccccc1)C(=O)N(CCCNCc1ccccc1)C3=O | -71*
CCOC(=O)/C=C1\S/C(=N\Nc2cc(=O)[nH]c3cccc(C)c23)N(c2ccccc2)C1=O | 97
O=S(=O)(Nc1nccs1)c1ccc(Nc2nc(-c3ccncc3)cs2)cc1 | 99
COc1ccc2[nH]c(=O)c(/C=C/C(=O)c3ccc(Nc4nccc(-c5ccc6ccccc6c5)n4)cc3)cc2c1 | 98
COc1cc(-c2ccc(-c3ccc(C(=N)N)cc3)s2)cc(OC)c1OC | 3.2*
COc1cc(/C=C/C(=O)c2cc(-c3ccc(F)cc3)ccc2O)cc(OC)c1OC | 40
COc1cccc(OC)c1Oc1c(-c2nc3ccccc3s2)c(C)nn1-c1ccccc1 | 82
NS(=O)(=O)c1ccc(NC(=O)CSc2ccc(-c3ccccc3)nn2)c(Br)c1 | 99
O=C(Nc1cccnc1Nc1ccccc1)c1cn(Cc2ccc(F)cc2)nn1 | 102
O=C(/C=C/c1cn(-c2ccccc2)nc1-c1ccc(Br)cc1)NNC(=O)Nc1ccc(Cl)cc1 | 98
CCOC(=O)Cn1ccsc1=NC(=O)c1ccc(Cl)cc1 | 98
C=CC(=O)OCCCCCCCCCCCC | 125
O=c1[nH]cc(I)c(=O)[nH]1 | 96
CCC(N)(C(=O)O)C1CCCC1 (configuration not stated) | 106
N#Cc1cnn2ccn(C3OC(COC(=O)c4ccccc4)C(OC(=O)c4ccccc4)C3OC(=O)c3ccccc3)c12 (configuration not stated) | 115
CN=S(=O)(OCCCCOS(=O)(=NC)c1ccc(C)cc1)c1ccc(C)cc1 (configuration not stated) | 107
Cc1ccc(NS(=O)(=O)c2ccc3c(c2)C(=O)CC(c2ccc(C(=O)C(C)C)cc2)N3)cc1C (configuration not stated) | 61

Reprinted from the part before: 6 compounds; new compounds follow.
SMILES | HL-60(TB)
C=CC(=O)OCCCCCCCCCCCC | 125
O=c1[nH]cc(I)c(=O)[nH]1 | 96
CCC(N)(C(=O)O)C1CCCC1 (configuration not stated) | 106
N#Cc1cnn2ccn(C3OC(COC(=O)c4ccccc4)C(OC(=O)c4ccccc4)C3OC(=O)c3ccccc3)c12 (configuration not stated) | 115
CN=S(=O)(OCCCCOS(=O)(=NC)c1ccc(C)cc1)c1ccc(C)cc1 (configuration not stated) | 107
Cc1ccc(NS(=O)(=O)c2ccc3c(c2)C(=O)CC(c2ccc(C(=O)C(C)C)cc2)N3)cc1C (configuration not stated) | 61
c1ccc(CSc2nnc3c4c5c(sc4nc(-c4cccnc4)n23)CCCCCC5)cc1 | 4.0*
COc1cc(OC)cc(N2CCN(C(=O)Nc3nc4cc(F)ccc4nc3OC)CC2)c1 | -17*
COc1ccc(/C=C2\Oc3cc(OCCN4CCCC4)ccc3C2=O)cc1OC | 84
CC[C@]1(O)C[C@@H]2CN(CCc3c([nH]c4ccccc34)[C@@](C(=O)OC)(c3cc4c(cc3OC)N(C)[C@H]3[C@@](O)(C(=O)OC)[C@H](OC(=O)CCCBr)[C@]5(CC)C=CCN6CC[C@]43[C@@H]65)C2)C1 | -21*
Cc1oc(-c2ccccc2)nc1CNCCc1ccccc1 | 82
OC(Cc1ccncc1)c1ccccc1Cl (configuration not stated) | 119
COc1ccc(C(=O)CC(c2ccccc2)C(C#N)c2ccccc2)cc1 (configuration not stated) | 87
C#C[C@]1(O)CC[C@H]2[C@@H]3CC=C4c5nc(Nc6ncccn6)sc5CC[C@]4(C)[C@H]3CC[C@@]21C | 60
O=C1c2ccccc2OC=C(c2ccccc2)N1CCCCNc1ccc(S(=O)(=O)Nc2ncccn2)cc1 | 73
CCOc1nc(-c2ccccc2)cc2c(O)c(C(=O)N/N=C/c3ccc(OC)cc3)[nH]c(=O)c12 | 65
CN(C)C(=O)C1=NC(Cc2ccccc2)C(=O)N(c2ccccc2)N1 (configuration not stated) | 103
COc1cc2nc(-c3ccc(C(F)(F)F)cc3)cc(OCCCN3CCCCC3)c2cc1OC | 25
COC(=O)Cc1[nH]c(=O)[nH]c1C(N)=O | 98
COc1ccc(NC(=O)CSc2nnc(-c3ccc(-c4nc5ccccc5[nH]4)cc3)o2)cc1OC | 89
O=C1c2c(c(=O)[nH]c3ccccc23)CC2CCCCN12 (configuration not stated) | 127
COc1ccc(C(=O)/C=C/c2cn(-c3cccc(Cl)c3)nc2-c2ccc(OC)cc2)cc1 | 79
COc1ccc2c(c1)c(-c1nc(-c3cn(C)c4ncccc34)cs1)cn2CCCN1CCCCC1 | 4.1*
N#Cc1c(-c2cccc(F)c2)cc(-c2ccccn2)[nH]c1=O | 99
CC(C)c1nc2ccccc2n1CC(=O)N/N=C/c1cccc(OCc2ccccc2)c1 | 68
OCc1sccc1-n1cccc1 | 109
CC(C)CC1NC(C)(C)CO1 (configuration not stated) | 133
O=C(CCCCCCNC(=O)C(O)(O)C(F)(F)F)Nc1ccc(Cl)cc1 | 9.8*
c1ccc2c(c1)COC(NNC1=Nc3ccccc3CO1)=N2 | 92
COc1ccc(-c2nnc3c4[nH]ccc4ncn23)cc1OC | 107
CC(=O)C1=CC[C@H]2[C@@H]3CCC4=CC(=O)C[C@]4(C)[C@H]3CC[C@]12C | 100
N#CC(C#N)=Cc1ccc(O)cc1 | 123
O=C(CCCSc1nc2ccccc2[nH]1)Nc1nnc(-c2ccccc2)o1 | 113
COC(=O)C[C@](O)(CCC(C)C)C(=O)O[C@@H]1C(OC)=C[C@]23CCCN2CCc2cc4c(cc2[C@H]13)OCO4 | -31*
CCCCCCCCCCCCCCCCCC(=O)NCCNC(=O)CCCCCCCCCCCCCCCCC | 68
CC1Cc2cc3c(cc2CN1C)OCO3 (configuration not stated) | 103
Cc1ccc(/C(=N\c2sc(-c3ccccc3)nc2-c2ccccc2)N(C)C2CCCCC2)cc1 | 103
CCC(=O)OC1CCn2c1nc1c2C(=O)C(C)=C(N2CC2)C1=O (configuration not stated) | 10
Cc1ccc(O)c(C2C=CCC2)c1 (configuration not stated) | 105
[Cl][Hg][n]1c(-c2ccco2)nc2ccccc21 | 95
Cc1nn(-c2ccccc2)c(Cl)c1/C=C1\SC(N2CCOCC2)=NC1=O | 101
O=C1CC(c2nc3ccccc3[nH]2)CN1Cc1ccccc1 (configuration not stated) | 99
O=C(Nc1ccccc1)c1cccnc1 | 87
O[C@@H]1Cc2cc(Br)c3ccccc3c2N[C@H](c2ccco2)C1 | 125
COc1ccc(-c2nn(-c3cccc(NC(=O)Nc4cccc(C(F)(F)F)c4)c3)cc2-c2ccncc2)cc1Cl | 3.2*
N#CCC(=O)c1ccccc1[N+](=O)[O-] | 94
CC(C)N(C)/N=N/N(C)C(C)C | 126
COc1ccccc1NC(=O)c1sc2c(=O)[nH]cnc2c1C | 99
O=C1CCC(c2ccc(Oc3ccc(C4=NNC(=O)CC4)cc3)cc2)=NN1 | 94
O=C(CCc1ccc(Cl)cc1)c1ccccc1 | 82
COc1cc2ncnc(Nc3ccc4c(cnn4C(=O)Nc4ccc(C)c(Cl)c4)c3)c2cc1OC | 97
CCc1oc2ccccc2c1C(=O)c1cc(I)c(O)c(I)c1 | 10
Cc1cccc(C)c1NC(=O)N=Nc1c(O)[nH]c2ccccc12 | 99
O=S(=O)(NN=C(c1ccccc1)c1ccccc1)c1ccccc1 | 100
O=C(Nc1ccc(Cl)cc1)c1cccnc1Oc1ccc2c(c1)OCO2 | 96
Cc1ccccc1SSc1ccccc1C | 100
COc1c(F)ccc(C(=O)Nc2ccc3nc(N)sc3c2)c1F | 95
COC(=O)C(=O)C(CC(=O)Nc1ccc(C)cc1)C(=O)OC (configuration not stated) | 79
CCOC(=O)c1ccc(N2C(=O)/C(=C/N3N=C(c4ccccc4)CC3c3ccc(N(C)C)cc3)SC2=S)cc1 (configuration not stated) | 100
Cc1ccc(NC(=O)Nc2ccc3cc4ccc(NC(=O)Nc5ccc(C)cc5)cc4nc3c2)cc1 | 101
COc1cc(C2CC(c3cccc(Br)c3)=NN2C(C)=O)cc(OC)c1OC (configuration not stated) | 78
O=[N+]([O-])c1ccc(/C=N/NC2=NCCN2)cc1 | 101
O=C(/C=C/C12c3ccccc3C(c3ccccc31)C1C(=O)N(c3ccccc3)C(=O)C12)c1ccccc1 (configuration not stated) | 11
Cc1cc2[nH]c(=O)[nH]c2cc1C | 102
COC(=O)[C@H](Cc1ccc(O)cc1)n1cc(COc2nc(Cl)nc(N3CCOCC3)n2)nn1 | 110
Cc1ccc(NC(=O)[C@]23CCC(C)(C)CC2C2=CCC4[C@@]5(C)C[C@@H](O)[C@H](O)[C@@](C)(CO)C5CC[C@@]4(C)[C@]2(C)CC3)cc1 (some centres not stated) | -15*
(more compounds)
SMILES | HL-60(TB)
FC(F)(F)c1cnc2c(c1)Oc1ccccc1-c1ccnn1-2 | 102
Nc1ccc(OS(=O)(=O)c2ccccc2)cc1 | 93
O=C(Nc1nc(-c2ccc(Cl)cc2)cs1)c1cc(O)c(O)c(O)c1 | 10
COc1ccc(C)c(NC(C)=O)c1 | 102
CC1NC(=O)COC1c1ccccc1 (configuration not stated) | 119
COC(=O)N1CC(Oc2ccccn2)C2CC1c1ccccc1O2 (configuration not stated) | 100
Cc1cc(C)n(C(N)=NC(=O)c2ccc([N+](=O)[O-])cc2)n1 | 67
O=C(C(=O)N1CCCCC1)c1cn(C(=O)c2ccc(Cl)cc2)c2ccccc12 | 89
Cc1ccc(C2OCC(C)(C)CO2)cc1 | 100
Fc1ccc(C2=NN(c3cc(Cl)cc(Cl)c3)C(c3cccc(Nc4ccnc5cc(C(F)(F)F)ccc45)c3)C2)cc1 (configuration not stated) | 103
CCOc1ccc(C2C(C#N)=C(N)Oc3c2c(C)nn3-c2ccc(Cl)cc2)cc1 (configuration not stated) | 100
CN(CCOC(N)=O)CCOC(N)=O | 90
COc1ccc2c(c1)/C(=C\c1c[nH]c3ccc(Br)cc13)C(=O)N2 | 106
O=C(NCCNc1cc(-c2cn(-c3ccccc3)nc2-c2cccc(O)c2)ccn1)Nc1ccc(F)cc1 | 90
N#C/C(C(=O)Nc1ccc(S(N)(=O)=O)cc1)=C1\C(=O)Nc2ccc(Br)cc21 | 103
Nc1nnc(-c2ccc([N+](=O)[O-])o2)s1 | 85
CCSc1nnc(NC(=O)COc2ccc(Cl)cc2C)s1 | 108
CCCCNC(=O)NS(=O)(=O)c1ccc(N2N=C(c3ccc(C)cc3C)CC2c2ccc(Cl)cc2)cc1 (configuration not stated) | 47
O=C(Nc1ccc(Nc2ncccn2)cc1)NC1C=c2ccccc2=CC1 (configuration not stated) | 74
O=C(O)c1cc(S(=O)(=O)Cl)ccc1Cl | 139
COc1ccc(/C=C(/C(=O)N2CCN(c3ccccc3)CC2)c2cc(OC)c(OC)c(OC)c2)cc1O | -34*
Nc1nc(N)[nH]c(=O)n1 | 92
COc1ccc(OC)c(Nc2nc3nonc3nc2N2CCCCC2)c1 | 104
O=C(Cn1cc(CN2C(=O)C3CCCN3C(=O)c3ccccc32)nn1)Nc1ccc(Cl)cn1 (configuration not stated) | 99
O=C(c1ccccc1)C1OC1c1ccccc1 (configuration not stated) | 78
O=C(c1cccs1)c1ccccc1Cc1ccccc1 | 99
Nc1c(Oc2cccc(C(F)(F)F)c2)ncnc1Oc1cccc(C(F)(F)F)c1 | 106
CC1CN(CSc2ccccc2)CCN1CSc1ccccc1 (configuration not stated) | 58
Cc1ccn2c(NC3CCCCC3)c(-c3ccc(C)o3)nc2c1 | 84
Cc1ccc2cccc(OC(=O)Nc3cc(Cl)c(Cl)cc3Cl)c2n1 | 77[100 µM]
Fc1cccc(Cl)c1C1SCc2nc3ccccc3n21 (configuration not stated) | 80
CC1(C)[C@H]2CC[C@@]1(C)C(=O)[C@H]2[N+](=O)[O-] | 99
Cc1nc(C)c(/C=C2\C(=O)Nc3ccccc32)nc1C | 92
C=C(C)[C@@H]1CC[C@]2(C(=O)NCC(=O)OC)CC[C@]3(C)[C@H](CC[C@@H]4[C@@]5(C)CCC(=O)C(C)(C)[C@@H]5CC[C@]43C)[C@@H]12 | 16
O=C1Nc2cc(OC(F)(F)F)ccc2Oc2ccc(-c3ccnc(N4CCNCC4)c3)cc21 | -41*
C[C@@H]1CC[C@@H]2[C@@H]1[C@H](OC(=O)/C=C/C1CCCCC1)[C@]1(C3CCCCC3)C[C@@H](OC(=O)CO)[C@@]2(C)O1 | 8.4*
O=C(Nc1nc2ccccc2s1)c1cc(-c2ccc(F)cc2)n2nc(-c3ccccc3)cc2n1 | 107
Cc1nn(-c2ccccc2)c(N2CCCCC2)c1-c1nc2ccccc2[nH]1 | 106
O=C(Nc1ncc(Cc2ccc(Cl)cc2)s1)C(=S)N1CCOCC1 | 100
O=C(CN1CCN(C(=O)c2ccccc2)CC1)Nc1ccccc1SCc1ccccc1 | 80
Cn1c(=O)[nH]c(=O)c2nc(/C=C(\O)c3ccco3)c(=O)[nH]c21 | 101
O=C(OC(=O)C(c1ccccc1)C1CCCCC1)C(c1ccccc1)C1CCCCC1 (configuration not stated) | 100

Six records drawn at random from the list so far, as already listed:
SMILES | HL-60(TB)
O=c1[nH]cc(I)c(=O)[nH]1 | 96
COc1ccc(OC)c(Nc2nc3nonc3nc2N2CCCCC2)c1 | 104
O=C(Nc1nc(-c2ccc(Cl)cc2)cs1)c1cc(O)c(O)c(O)c1 | 10
Cc1cc2n(n1)c1cc(C)nn1c1cc(C)nn21 | 102
O=C(c1cccs1)c1ccccc1Cc1ccccc1 | 99
O=C(Nc1nc2ccccc2s1)c1cc(-c2ccc(F)cc2)n2nc(-c3ccccc3)cc2n1 | 107

From PubChem

Only part of the results is shown (hit frequency here may not be typical).
